procasp3 activ: activates human procaspase-3. P42574. recombinant procaspase-3 D3A, Ac-DEVD-pNA absorbance 405 nm. activation, % at 8.5 µM. actives 0.11% (n = 330,000);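 active = activation above the mean of all tested compounds plus 3 SD, cut at about 21% in these data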;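 note: 0% = DMSO alone and 100% = DMSO wells spiked with extra 5 µM PC-3 D3A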
Target sequence (P42574 whole entry D9A/D28A/D175A): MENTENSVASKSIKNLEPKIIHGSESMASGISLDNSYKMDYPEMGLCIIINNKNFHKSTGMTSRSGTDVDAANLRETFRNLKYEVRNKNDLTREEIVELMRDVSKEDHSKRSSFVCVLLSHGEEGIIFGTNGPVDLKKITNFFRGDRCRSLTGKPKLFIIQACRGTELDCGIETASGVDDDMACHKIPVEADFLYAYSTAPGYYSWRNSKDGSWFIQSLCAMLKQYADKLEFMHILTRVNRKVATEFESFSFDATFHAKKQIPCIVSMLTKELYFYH
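Assay system: Autoprocessing-dead procaspase-3 D3A mutant enzyme; also added: Ac-DEVD-pNA; doses: one concentration, 8.5 µM nominal, 0.8% DMSO; times: 1 h compound preincubation, 2 h substrate hydrolysis at 25 °C; technique: 405 nm absorbance of p-nitroaniline, reads at 0 and 120 min; measure: % activation between DMSO and enzyme-spiked controls; repeats: single replicate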
TPT1 inhibitor: C. albicans TPT1 enzyme inhibition. actives 0.81% (n = 300,000). AID 1962. inhibition, % at 5 µM. recombinant caTPT1, FP RNA substrate dephosphorylation;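 active = inhibition above the mean of all tested compounds plus 3 SD, set per screening campaign, cut at about 24% in these data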;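 note: plate controls were DMSO alone for no effect and ferristatin control at 100 nM for full effect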
PP5 inh: PP5 (human) phosphatase inhibition. purified PP5c, OMFP substrate fluorescence. P53041. inhibition, % at 6.7 µM. actives 0.18% (n = 320,000);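 active = inhibition above the campaign's mean inhibition across all tested compounds plus 3 SD, cut at about 9.5% in these data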;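 note: 0% = DMSO only and 100% = 100 µM cantharidin control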
Target sequence (P53041 whole entry, looked up): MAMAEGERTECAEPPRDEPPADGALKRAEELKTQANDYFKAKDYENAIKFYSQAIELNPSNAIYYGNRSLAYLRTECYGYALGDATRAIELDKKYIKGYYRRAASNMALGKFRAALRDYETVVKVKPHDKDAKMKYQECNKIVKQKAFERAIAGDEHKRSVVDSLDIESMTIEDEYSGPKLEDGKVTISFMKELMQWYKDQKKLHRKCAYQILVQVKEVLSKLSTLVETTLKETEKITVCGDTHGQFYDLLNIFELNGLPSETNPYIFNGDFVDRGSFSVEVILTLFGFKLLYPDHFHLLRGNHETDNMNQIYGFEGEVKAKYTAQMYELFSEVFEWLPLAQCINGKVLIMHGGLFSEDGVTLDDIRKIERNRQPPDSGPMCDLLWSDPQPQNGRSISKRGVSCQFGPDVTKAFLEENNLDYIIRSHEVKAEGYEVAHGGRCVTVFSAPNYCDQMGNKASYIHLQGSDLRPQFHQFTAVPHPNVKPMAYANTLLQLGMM
GASC-1 inh: blocks human GASC-1 demethylase activity; Q9H3R0; GST-JMJD2C(1-420) H3K9me3 demethylation, DELFIA europium; inhibition, % at 2.35 µM; actives 0.069% (n = 330,000); AID 2099;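 active = more than half of a compound's replicate wells show inhibition beyond 50%, single wells judged on their own value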;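 note: signal counts dimethyl H3K9 product captured on neutravidin plate; 0% = median of DMSO wells and 100% = 0.3 times that DMSO median; strong numbers were not always called active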
Efflux pump mplx: antifungal efflux pump inhibition, Nile Red retention; S. cerevisiae Candida pump triplex; actives 0.44% (n = 330,000); inhibition, % at 10 µM;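 active = plate passing quality check with inhibition over a set limit, or well fluorescence over plate mean plus 4 SD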;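 note: Nile Red retained in pooled yeast measured as flow cytometry median fluorescence; 0% = buffer negative control and 100% = Enniatin B positive control; higher means more Nile Red kept so more efflux inhibition; some compounds called inactive have numbers as strong as hits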
HCV core dimer: blocks dimerization of HCV core protein | TR-FRET GST/Flag-core106 dimerization, 1536-well | actives 0.33% (n = 300,000) | inhibition, % at 5 µM | AID 1899;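 active = inhibition above the mean of all tested compounds plus 3 SD, set per screening campaign, cut at about 45% in these data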
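Assay system: tagged HCV core106 pair (GST and Flag); medium: KF-containing HEPES buffer, pH 7.45, DTT, CHAPS, BSA; also added: Eu donor and XL665 acceptor anti-tag antibodies; dosing: 5 µM single dose; timing: compound-protein-antibody incubation 4 h at 22.5 °C; signal: TR-FRET 671 and 617 nm emission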
PP1 inh: counter-screen for PP5 inhibitors: inhibitors of human PP1-alpha; purified PP1alpha, OMFP fluorescence; inhibition, % at 6.7 µM; AID 2235; actives 0.9% (n = 320,000); P62136;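 active = inhibition above the mean inhibition of all tested compounds plus 3 SD, computed separately for each screening campaign, cut at about 15% in these data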
Fh CTSL1 inh: blocks F. hepatica cathepsin L1 in PFM18AAP counter-screen. recombinant F. hepatica cathepsin L1, Z-Leu-Arg-MCA fluorescence. inhibition, % at 5.96 µM. actives 0.49% (n = 300,000). AID 1906;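 active = inhibition above the mean of all tested compounds plus 3 SD, set per screening campaign, cut at about 17% in these data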;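 note: 0% = plate median of test compound wells and 100% = 1 µM Z-Phe-Ala-diazomethylketone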
procasp7 counter: activates human procaspase-7, counter-screen for procaspase-3 activators; recombinant procaspase-7, Ac-DEVD-pNA absorbance 405 nm; D23A/D198A/D206A triple mutant, cannot self-cleave; scale: DMSO 0, 5 µM enzyme 100; activation, % at 8.5 µM; actives 0.093% (n = 330,000); AID 463210;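 active = percent activation above the screen-wide mean plus 3 SD, cut at about 25% in these data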
Target sequence (P55210 whole entry D23A/D198A/D206A): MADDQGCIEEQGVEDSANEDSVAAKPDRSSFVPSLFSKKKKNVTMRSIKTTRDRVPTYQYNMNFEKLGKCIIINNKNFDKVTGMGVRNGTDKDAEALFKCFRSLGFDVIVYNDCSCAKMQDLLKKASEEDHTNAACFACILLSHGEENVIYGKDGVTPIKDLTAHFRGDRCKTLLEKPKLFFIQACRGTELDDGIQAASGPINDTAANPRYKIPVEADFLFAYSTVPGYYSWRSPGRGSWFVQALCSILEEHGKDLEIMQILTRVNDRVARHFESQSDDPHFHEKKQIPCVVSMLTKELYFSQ
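System: Uncleavable procaspase-7 mutant enzyme; Amount: 2 µM procaspase-7 mutant as dispensed; Schedule: 1 h compound preincubation, 2 h substrate cleavage, 25 °C; Measured by: 405 nm absorbance of p-nitroaniline; Evaluation: percent activation from buffer-corrected 0–120 min absorbance change; Control set: low DMSO alone, high DMSO plus 5 µM PC-7.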
* marks the source's active call; other numbers are inactive results; nt = no result given; & = joins results of further samples.

SMILES	procasp3 activ	TPT1 inhibitor	PP5 inh	GASC-1 inh	Efflux pump mplx	HCV core dimer	PP1 inh	Fh CTSL1 inh	procasp7 counter
CCCCCC(=O)Nc1cccc(C2=NOC3(C2)C[C@@H](C(N)=O)N(C(=O)CC(c2ccccc2)c2ccccc2)C3)c1 (stereo not given in full)	9	-3	7.0	-4	0.2	17	6	1	6
COc1ccc(S(=O)(=O)NCCOc2ccccc2)cc1C	3	-4	-0.7	5	-0.1	1	-3	2	6
CCC(NC(=O)Cc1c(C)c2cc3c(cc2oc1=O)OC(C)(C)CC3)C(=O)O (stereo not given)	3	3	1.4	1	0.1	-8	3	6	-14
CCNc1ccc(C(=O)OCC(=O)NC(=O)NCC(C)C)cc1[N+](=O)[O-]	5	0	0.6	-7	0.1	5	0	9	6
O=C(CCCc1ccccc1)NCc1ccc(Cl)cc1	1	-4	1.9	-5	-0.2	-3	1	2	6
CCOc1ccc2c(CC)cc(=O)oc2c1OCC	-3	-3	-1.1	-3	-0.2	0	1	-3	1
CC(CC(=O)O)CC(=O)Nc1ccccc1C(=O)O (stereo not given)	2	-2	-0.9	7	-0.2	-1	0	-1	11
Cc1ccc(C(=O)Nc2ccccc2C(=O)N2CC3(C)CC2CC(C)(C)C3)cc1 (stereo not given)	-26	1	1.4	2	0.2	9	-9	-3	-8
CCCN(CCC)c1ncnc2nc[nH]c12	8	-2	0.3	-5	0.0	-6	-1	2	5
CSc1ccc(N2CCN(CCCNC(=O)Nc3ccccc3F)CC2)cc1	11	-2	2.5	0	0.0	5	-3	-1	-1
CCCCn1c(=N)n(CC(=O)c2ccco2)c2ccccc21	1	-1	-0.3	2	-0.1	9	2	3	-6
CCOC(=O)C1=C(O)C(=O)N(c2ccccc2)C1c1cccc([N+](=O)[O-])c1 (stereo not given)	0	-3	-0.6	0	-0.1	5	8	-1	5
CCC(C)C(NS(=O)(=O)c1ccc(C)cc1)C(=O)O (stereo not given)	3	-5	-1.9	-1	-0.1	-6	-3	3	5
CC(=O)c1ccc(S(=O)(=O)N2CCN(C(=O)CSc3ccc(F)cc3)CC2)cc1	-5	-4	1.9	3	0.0	-7	0	8	-11
COc1ccc(NC(=O)N(C)C[C@H]2Oc3c(NS(=O)(=O)c4cccs4)cccc3C(=O)N([C@H](C)CO)C[C@@H]2C)cc1	3	nt	nt	37	0.8	nt	nt	nt	-2
O=C(CSc1nccn1-c1cccc(Cl)c1)Nc1ccc2c(c1)OCCO2	-3	4	2.8	6	0.2	3	-3	-6	-6
CCn1c(Cc2ccc(OC)cc2)nnc1SCC(=O)NC1CCCCC1	2	0	0.5	2	-0.1	-1	-6	3	4
O=C(NCC(c1ccco1)N1CCN(c2ccccc2F)CC1)c1ccco1 (stereo not given)	1	-2	-2.3	93	0.0	-3	-4	2	0
Cc1ccc(C)c(OCc2nnc(NC(=O)c3ccco3)s2)c1	-10	-6	2.9	0	0.0	14	2	-2	1
CSc1ccccc1C(=O)Nc1ccc2c(c1)OCCO2	-3	-4	1.7	17	-0.1	-2	1	2	-3
COC(=O)c1ccc(C(=O)OC)c(NC(=O)CN(C)Cc2ccc(Cl)c(Cl)c2)c1	-7	-1	4.7	-11	-0.2	-1	-2	-3	0
Cc1cc(CNC(=O)C(C)Cc2ccccc2)nn1C (stereo not given)	3	1	1.3	3	-0.1	-7	-4	-1	-9
COc1ccccc1CC(=O)NNC(=O)c1cccs1	7	1	1.0	-10	-0.2	-1	-2	-3	8
COc1cc(NC(=O)C2CCCN(c3ncnc4c3nc3n4CCCCC3)C2)cc(OC)c1OC (stereo not given)	1	4	-0.8	-18	0.2	-2	3	-3	16
CCn1c(Cc2ccccc2)nnc1SCC(=O)Nc1ccccc1F	8	-1	-0.5	-6	0.0	-2	-3	-1	0

Additional records.
SMILES	procasp3 activ	TPT1 inhibitor	PP5 inh	GASC-1 inh	Efflux pump mplx	HCV core dimer	PP1 inh	Fh CTSL1 inh	procasp7 counter
COc1ccc(C(=O)N2CCN(Cc3ccccc3[N+](=O)[O-])CC2)cc1	-13	-1	-3.3	-3	-0.1	-10	4	1	-15
O=[N+]([O-])c1ccccc1S(=O)(=O)N(CC1CO1)c1ccccc1 (stereo not given)	-8	-4	-1.2	3	0.1	0	-6	2	-6
COc1ccc(S(=O)(=O)N2CCCC2)c2ccccc12	4	1	-0.7	-1	0.2	-2	-3	1	-2
Cc1[nH]c2ccccc2c1CCN(Cc1cccnc1)C(=S)Nc1cccc(F)c1	4	-2	4.4	14	-0.2	1	2	1	-11
CC(=O)NNC(=S)NC(=O)c1ccc(C)cc1	-9	3	-1.5	-1	-0.1	-1	-1	1	-14
COc1cc(NC(=O)C2CCCN2C(=O)C2CCC(C)CC2)cc(OC)c1OC (stereo not given)	10	-1	-2.0	3	0.0	-7	-1	2	1
O=C1CSC(c2cccc(O)c2)N1Cc1ccccc1 (stereo not given)	5	-2	1.8	0	-0.2	6	-4	4	-3
COc1ccnc(N2CCN(c3ccccc3)CC2)c1C#N	2	4	0.3	1	0.1	-6	-2	-1	-4
Cc1c(C(=O)O)c(-c2ccccc2)nn1-c1ccccc1	2	-3	-1.5	2	-0.1	3	1	1	6
CCOC(=O)C1CCCN(CC(=O)Nc2nc(-c3ccccc3)cs2)C1 (stereo not given)	7	1	-0.4	-1	0.0	13	-2	2	11
CCCCOc1ccc(-c2ncc(C(=O)O)c(C)n2)cc1	-17	-2	1.8	-4	0.0	-4	11	8	-29
Oc1ccc(Cl)cc1C(C#Cc1ccccc1)N1CCOCC1 (stereo not given)	-4	4	4.6	-13	0.0	2	0	0	5
Cc1ccc(NS(=O)(=O)c2cccc(C(=O)N/N=C/c3ccc4c(c3)OCCO4)c2)c(C)c1	1	1	1.6	4	0.1	8	2	0	-6
Cc1cccc(N2CCN(C(c3cccs3)c3nnnn3C(C)(C)C)CC2)c1C (stereo not given)	0	1	3.1	-8&-14	0.1	-10	-1	2	2
CCOc1ccc(NC(=O)COC(=O)c2ccc(S(=O)(=O)N3CCOCC3)cc2)cc1	12	nt	nt	0	0.1	nt	nt	nt	2
C/C(CC(=O)Nc1ccc(Cl)cc1Cl)=N\NC(=O)c1cnccn1	-6	0	2.1	3	0.3	-6	2	-3	-5
Cc1ccc(N2CC(C(=O)N3CCN(C(=O)c4ccco4)CC3)CC2=O)cc1 (stereo not given)	19	1	-0.6	-38	-0.1	5	-2	-2	10
O=C(NCC1CCCO1)Nc1ccccc1 (stereo not given)	11	-3	-0.1	36	0.0	-9	0	-6	4
Cc1ccc(C)c(NC(=O)COC(=O)CCC(=O)c2cccs2)c1	-7	0	-0.8	-1	0.0	1	1	-47	7
CCCn1cc(SCC(=O)NCc2ccco2)c2ccccc21	3	-1	2.0	9	-0.2	-2	-4	0	-5
O=C(Nc1nnc(SCc2ccc(F)cc2)s1)c1cnccn1	2	-5	-0.9	8	0.0	3	-3	1	1
c1ccc(NCc2cccc3ccccc23)nc1	-5	-1	3.1	-8	0.6	3	-4	-5	-8
CCOc1ccc(S(=O)(=O)NCCC(=O)OCC(=O)Nc2cc(C)on2)cc1	4	-2	0.2	0	-0.2	-1	-3	-15	5
O=c1[nH]cnc2cc(Cl)ccc12	-10	-3	-1.6	6	-0.1	-5	1	-5	-5
NS(=O)(=O)c1ccc(NC(=O)COC(=O)C2CCCCC2)cc1	1	4	0.8	0	0.1	8	-1	8	8

The last 3 compounds of the section before come first, to join the parts:
SMILES	procasp3 activ	TPT1 inhibitor	PP5 inh	GASC-1 inh	Efflux pump mplx	HCV core dimer	PP1 inh	Fh CTSL1 inh	procasp7 counter
CCOc1ccc(S(=O)(=O)NCCC(=O)OCC(=O)Nc2cc(C)on2)cc1	4	-2	0.2	0	-0.2	-1	-3	-15	5
O=c1[nH]cnc2cc(Cl)ccc12	-10	-3	-1.6	6	-0.1	-5	1	-5	-5
NS(=O)(=O)c1ccc(NC(=O)COC(=O)C2CCCCC2)cc1	1	4	0.8	0	0.1	8	-1	8	8
COc1ccc(CCNC(=O)CSc2nnc3ccccn23)cc1	-3	4	-2.5	11	-0.1	-2	-9	3	8
O=C(Nc1ccc2c(c1)OCCO2)c1ccc2nccnc2c1	10	0	-1.9	-9	-0.1	-5	-2	5	0
Cc1cccc(NC(=O)C2=C(O)c3ccccc3N(C)S2(=O)=O)c1	6	2	-0.1	-3	0.0	9	-1	2	-3
Cc1ccc(C(=O)Nc2cccc3ncccc23)cc1[N+](=O)[O-]	11	-1	-0.6	-2	-0.1	4	-4	0	11
Cc1oc(S(=O)(=O)N2CCOCC2)cc1C(=O)Nc1ccc(Cl)cc1	4	0	-0.6	-13	0.0	-1	-4	-2	8
Cc1cc(Cn2nc(-c3ccccc3)cc2C(=O)NCc2cccc(Br)c2)on1	12	-2	4.8	12	nt	-9	6	-1	5
Cc1ccn2cc(CCNS(=O)(=O)c3ccc(F)c(C(F)(F)F)c3)nc2c1	4	-2	1.7	110	-0.2	0	0	-2	-5
CCOc1cccc(NC(=O)c2ccc(S(=O)(=O)N(C)C)cc2)c1	-2	-5	1.2	4	0.0	-3	-4	3	-2
COC(=O)C(NC(=O)c1ccc(Cl)cc1)(Nc1nc(C)cs1)C(F)(F)F (stereo not given)	-7	-4	2.9	0	0.1	-9	1	-3	5
CCOC(=O)c1c(C)sc(Sc2ccc(Cl)cc2[N+](=O)[O-])c1OC	-4	-5	1.5	1	0.1	5	3	-1	0
Cc1ccc(S(=O)(=O)CCC(=O)Nc2nnc(-c3ccco3)o2)cc1	12	0	2.6	-9	0.2	5	-4	-6	4
N=C(c1ccc([N+](=O)[O-])cc1)N1CCCCC1	4	2	-1.0	-3	0.1	9	-4	0	5
CNCc1cc(Br)c(OCC(=O)Nc2ccccc2OC)c(OC)c1	7	0	1.7	24	-0.1	-1	-1	0	3
Cc1cc2[nH]c(=O)c3ccccc3n2n1	-5	-1	1.6	7	0.0	2	-4	8	5
CSc1nnnn1-c1ccc(C(=O)OCC(=O)N2CCOCC2)cc1	-2	-1	1.2	8	0.1	-2	0	-5	-2
CCOc1ccccc1NC(=O)c1ccc(S(=O)(=O)N(C)c2ccccc2)cc1	3	nt	1.2	5	-0.4	nt	-2	nt	-3
NC1=C(O)C(=O)C(c2ccccc2)O1 (stereo not given)	5	0	0.9	-6	0.1	-2	-3	-2	2
Cc1ccc(OCc2cc(C(=O)N(C)CCc3ccccn3)no2)cn1	0	-2	0.4	1	0.1	10	-6	-4	-5
COc1ccc(CCC(=O)Nc2ccc(C)c(S(=O)(=O)N(C)C)c2)cc1OC	2	-1	2.4	-3	0.0	5	-1	3	3

Screening data deposited in PubChem BioAssay by several laboratories.
